Bioassay records deposited in PubChem by several laboratories.
Autophagy mod: modulators of autophagy. MEF GFP-LC3 puncta imaging; test concentration mostly 10 µM. calls only at 10 µM (by protocol). actives 0.98% (n = 190,000). AID 463193;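 active means percentage of spot-positive cells more than 3 SD above its plate mean, without a fluorescence outlier flag or 80% toxicity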;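 further: spot-positive cell cutoff set from DMSO-treated cells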
Dynein transport: dynein cargo transport inhibition. 3617.4 mouse cells, GR-EGFP nuclear translocation imaging; test concentration mostly 20 µM; stimulated with dexamethasone, 1 µM; stronger effect = lower value. actives 0.47% (n = 220,000). z-score, hits read low;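 active means plate z-score of nuclear minus cytoplasmic receptor signal below a set negative limit, without overly bright fluorescence or cell loss, cut at about -3.5 in these data, passing the limit was not always enough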;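 further: z-score of nuclear minus cytoplasmic ring GR-EGFP intensity difference per well; some compounds called inactive have numbers as strong as hits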
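Schedule: 48 h induction, then 1 h compound, then 30 min agonist, 37 °C. Buffer or medium: tetracycline-free induction medium containing charcoal-stripped FBS. Reagent: 1.0 µM final dexamethasone stimulus. Evaluation: nuclear versus cytoplasmic GR-EGFP signal, averaged per well. Signal: high-content fluorescence imaging after fixation.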
bCat nuc transl: alters nuclear translocation of beta-catenin in HeLa cells; actives 0.3% (n = 190,000); immunofluorescence imaging; nuclear translocation activity, % at 5 µM;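 active means nuclear translocation activity above 50% at 5 µM, with a well cell count of 50 or more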;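 further: per-cell ratio of nuclear to cytoplasmic median beta-catenin stain intensity; plate controls were DMSO negative control for no effect and GSK-3 inhibitor IX positive control for full effect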
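System: Human HeLa cells, endogenous beta-catenin | Compound dosing: 5 µM primary, 0.02–20 µM confirmation | Timing: 24 h compound exposure at 37°C, 5% CO2 | Measured by: Fluorescence imaging of beta-catenin antibody stain plus DAPI | Read-out basis: % activation of per-cell nuclear versus cytoplasmic median beta-catenin signal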
WT yeast gro inh: growth inhibition of WT yeast, mitochondrial fusion screen | actives 2.1% (n = 190,000) | inhibition, % at 10 µM | AID 1362 | mitochondrial fusion phenotypic screen, WT strain; in the data active means inhibition above about 58%; tested in S. cerevisiae
XIAP antagonists: small molecules displacing peptide from XIAP – biochemical, IAP family, fluorescence polarization (AID 1018); XIAP BIR domain, fluorescence polarization peptide displacement; higher % means a stronger effect; displacement, % at 20 µM, or IC50 in µM where a hit was titrated; actives 0.007% (n = 200,000); in the data active means displacement above about 50%; further: a part of the inactive calls stands beside numbers as strong as those of hits
MT stabilizer: microtubule stabilizers in HeLa cells; HeLa tubulin immunostaining HCS, 24 h; share of cells brighter than vehicle mean+2SD; % tubulin-high responders, % at 10 µM; actives 0.83% (n = 200,000); AID 2205;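 active means plate Z-score above 3 for both tubulin-high and condensed-nucleus cell shares, with cell loss under 80%, at 10 µM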;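 further: anti alpha tubulin signal scored within the nucleus-defined area of each cell; some results filed as inactive read as strong as hits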
ER stress rescue: protection against thapsigargin-triggered cell killing – 384-well, CSM14.1, ATP luminescence, primary screen (AID 1222); cellular ATP content (survival), % at 20 µM, or EC50 in µM where a hit was titrated; 190,000 tested, under 10 active; CSM14.1 thapsigargin-induced death rescue, ATP luminescence; higher % means a stronger effect;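 active means EC50 below 50 µM in the dose-response confirmation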;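 further: death triggered by thapsigargin at about 15 µM added after 2 h compound pretreatment; cell ATP read after overnight thapsigargin exposure of roughly 18 to 22 hours; normalized against plate controls of thapsigargin alone and 5% DMSO vehicle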
Ins promoter up: MIN6 insulin promoter up-regulation; MIN6 insulin promoter-GFP reporter, high-content imaging; stronger effect = higher value; z-score at 5 µM; actives 0.3% (n = 190,000); AID 1625;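 active means z-score above 3 at 5 µM with at least 500 cells counted in the well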
Lipid droplet: modulators of hepatic lipid droplet formation | AML12 mouse hepatocytes, oleate lipid droplets, BODIPY imaging | inhibition, % at 6.5 µM | actives 0.4% (n = 240,000);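 active means lipid droplet intensity inhibited by at least 50%, with more than 500 cells counted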
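material = mouse AML12 hepatocyte cell line, fixed after treatment | also added = 100 µM oleic acid challenge | doses = compound at 6.5 µM only | schedule = overnight exposure | technique = Image-based BODIPY and DAPI two-channel analysis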
WT yeast gro inh mutant strain: further read-out of WT yeast gro inh, marked with its call; inhibition, %; mitochondrial fusion phenotypic screen, mutant strain inhibition
Dynein transport cytoplasmic EGFP: recorded beside Dynein transport, whose call it bears; z-score; measured here: cytoplasmic GR-EGFP intensity; stronger effect = higher value
Dynein transport nuclear GR-EGFP: also measured in Dynein transport; calls as there; z-score; measured here: nuclear GR-EGFP intensity;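 lower value marks the stronger effect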
Dynein transport cell count: further read-out of Dynein transport, marked with its call; z-score; measured here: cell count per field
Ins promoter up cell count: also measured in Ins promoter up; calls as there; cell count; measured here: cytotoxicity, nuclei count;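 total cells summed across four imaged fields per well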
Lipid droplet cells 6.5 µM: recorded beside Lipid droplet, whose call it bears; cell count; measured here: cell count, cytotoxicity flag;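 cells counted across two imaged fields per well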
bCat nuc transl cell count 5 µM: also measured in bCat nuc transl; calls as there; cell count; measured here: cell count, cytotoxicity flag
MT stabilizer Hoechst-high %: recorded beside MT stabilizer, whose call it bears; % Hoechst-high responders; measured here: nuclear condensation Hoechst responders;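 share of cells brighter than vehicle mean plus two SD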
MT stabilizer cytotoxicity %: second read-out of MT stabilizer, no call of its own (marks repeat the call); toxicity, %; measured here: cytotoxicity by cell density;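 0% = mean cell density of plate MIN control wells and 100% = no cells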
Autophagy mod cell loss 18 h: second read-out of Autophagy mod, no call of its own (marks repeat the call); toxicity, %; measured here: cell loss, nuclei count;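 cell loss after 18 h compound exposure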
Numbers without * were called inactive; i = inactive; nt = not tested or not shown. Compounds as they come. About 4% of those tested had a hit in this group.

SMILES	Autophagy mod	Autophagy mod cell loss 18 h	Dynein transport	Dynein transport cytoplasmic EGFP	Dynein transport nuclear GR-EGFP	Dynein transport cell count	bCat nuc transl	bCat nuc transl cell count 5 µM	WT yeast gro inh	WT yeast gro inh mutant strain	XIAP antagonists	MT stabilizer	MT stabilizer Hoechst-high %	MT stabilizer cytotoxicity %	ER stress rescue	Ins promoter up	Ins promoter up cell count	Lipid droplet	Lipid droplet cells 6.5 µM
O=C(COc1ccc(Br)cc1)OCc1nnc(-c2ccccc2)o1	i	11	0.4	-0.19	0.25	-0.46	-4.7	1089	-21	-7	1.5%	1.8	1.6	8.5	0.7%	-0.11	1373	nt	nt
COc1ccc(CNC(=O)C2CC(c3cccc([N+](=O)[O-])c3)=NO2)cc1 (stereo not drawn)	i	5	0.02	-0.33	0.18	-0.17	0.3	1362	-11	-8	-3.0%	1.2	0.9	2.9	-5.0%	0.88	1603	nt	nt
O=C(NCCCN1CCOCC1)C(=O)N/N=C/c1c2ccccc2cc2ccccc12	i	-1	-0.078	-0.26	-0.25	0.54	5.2	490	-1	-12	-1.9%	22*	58*	29*	0.1%	-0.34	1166	12	625
CC1(C)CC(=O)C(Sc2ccc(Br)cc2)=C(O)C1	i	14	0.34	-0.24	0.19	0.48	0.2	1069	-44	-9	-5.7%	3.3	2.0	4.1	nt	1.1	1135	4	720
Cc1cc(C)c(NC(=S)NCCO)c(C)c1	nt	nt	-0.6	-0.25	-0.3	-0.042	1.6	1250	nt	nt	nt	nt	nt	nt	nt	2.2	752	5	741
COc1ccc(C2NC(=S)N3C(c4ccc(OC)cc4)NC(=S)N23)cc1 (stereo not drawn)	i	28	0.58	-0.19	0.32	-0.18	nt	nt	17	19	-5.1%	1.3	2.3	5.1	-0.8%	-0.14	949	10	769
CC(=O)c1ccc(NC(=O)Nc2cccc(Cl)c2)cc1	i	4	-0.61	-0.23	-0.39	0.83	-3.0	1212	72*	44*	-5.3%	1.3	2.0	3.3	-5.1%	nt	nt	8	752
COc1cc(C2c3c(oc4cc(C)c(C)cc4c3=O)C(=O)N2c2cc(C)ccn2)ccc1O (stereo not drawn)	i	6	-0.51	-0.14	0.19	0.43	0.1	1087	14	18	-2.8%	4.8	3.1	0.9	-2.9%	-0.61	1962	0	630
CCC(=O)Nc1ccc2nc(SCC(=O)N3CCCC3)sc2c1	i	0	0.26	-0.26	0.52	-0.26	-1.1	1209	36	-1	-1.4%	1.9	2.7	9.0	-1.9%	0.16	2013	-7	728
CCc1ccc(C(CC(=O)c2ccc(Cl)cc2)C(=O)O)cc1 (stereo not drawn)	i	1	-0.47	-0.23	-0.65	0.97	nt	nt	-12	-1	0.8%	1.0	1.9	7.4	-1.2%	nt	nt	nt	nt
c1ccc(Cc2nnc3sc(Nc4ccccc4)nn23)cc1	i	2	-0.6	-0.11	-0.37	0.88	0.1	1088	14	9	-0.5%	1.1	2.2	7.9	-1.2%	-0.35	1290	30	747
COc1ccc(C(=O)NCCn2cc(SCC(=O)Nc3nnc(C)s3)c3ccccc32)cc1	i	1	-0.27	-0.26	0.18	0.044	nt	nt	-11	-2	nt	3.5	2.0	3.3	nt	nt	nt	nt	nt
CC(=O)N1CCC2(CC1)CC(=O)c1cc(OCC(=O)N3CCCC3)ccc1O2	i	-51	-0.17	-0.26	-0.085	0.33	2.7	571	3	-4	-4.0%	1.0	1.7	4.5	-1.9%	nt	nt	-1	738
CCOC(=O)Cn1c(-c2cccnc2Cl)nc2cc(C)c(C)cc21	i	-27	-0.11	-0.11	-0.32	0.052	-1.8	963	-5	-11	2.9%	2.8	2.1	4.2	-0.7%	0.34	1406	nt	nt
Clc1ccccc1CSc1snnc1-c1ccccc1	i	-17	0.84	0.007	0.094	-1	-0.3	971	15	-36	0.1%	2.3	1.5	0.7	-2.8%	-0.4	1404	nt	nt
O=C1CC(C(=O)O)S/C(=N\N=C\c2ccc(Br)cc2)N1 (stereo not drawn)	nt	nt	-0.35	-0.27	-0.17	0.25	-4.0	1261	nt	nt	nt	nt	nt	nt	nt	-0.4	1462	4	700
CCOc1ccccc1NC(=O)c1c(NC(=O)CNCc2ccco2)sc2c1CCC2	nt	nt	nt	nt	nt	nt	-2.7	949	-5	-16	-0.2%	nt	nt	nt	4.0%	-0.35	1136	nt	nt
CCn1c(SCC(=O)Nc2ccc(N3CCOCC3)cc2)nnc1-c1ccc(OC)cc1	i	-7	0.42	0.27	0.98	0.63	0.3	1005	17	16	-6.1%	1.4	1.6	3.6	-2.8%	nt	nt	5	810
CCS(=O)(=O)N1Cc2ccccc2CC1C(=O)N1CCN(c2cccc(C)c2C)CC1 (stereo not drawn)	i	-17	0.25	-0.19	0.17	-0.17	0.1	1177	-16	-25	3.4%	1.5	1.5	11	-5.3%	1.1	1177	17	786
O=C(CCN1CCCCC1)N=Nc1c(O)[nH]c2ccccc12	i	0	-1.1	-0.035	-0.59	0.96	-2.1	1106	17	-9	-4.2%	1.0	1.7	6.9	-6.2%	-0.05	1386	15	665
Cn1c(=O)c(=O)n(C)c2cc(S(=O)(=O)NCCOc3ccccc3)ccc21	i	-12	0.76	-0.31	-0.17	-0.023	-2.7	1073	-4	-14	-2.5%	3.7	1.6	9.5	-1.1%	1.8	1124	-27	697
CC1(c2ccccc2)CC(C)(C)N2C(=O)/C(=C3\SC(=S)NC3=O)c3cccc1c32 (stereo not drawn)	i	26	0.5	-0.18	0.41	-1.7	0.1	1196	61*	25*	-4.1%	6.6	4.9	18	-3.2%	-0.34	1057	16	614
COC(=O)CNC(=O)c1cccc(Cl)c1	i	17	1	-0.32	0.71	-0.52	1.2	1082	-16	3	-6.7%	2.5	2.9	6.1	-0.5%	0.36	1173	6	687
O=C(CSC1=NCCS1)NC1CCCC1	i	-3	-0.45	-0.19	-0.43	-0.045	-0.6	1324	5	-12	-1.7%	3.0	1.7	7.6	-0.5%	0.32	1673	nt	nt
O=C(c1ccc([N+](=O)[O-])cc1)N(Cc1ccc(Cl)cc1Cl)N1C(=O)CCCC1=O	i	25	-0.88	0.0022	-0.21	0.91	8.5	1072	-2	4	-2.8%	2.7	1.6	6.6	3.0%	0.06	774	-24	764
Next section
SMILES	Autophagy mod	Autophagy mod cell loss 18 h	Dynein transport	Dynein transport cytoplasmic EGFP	Dynein transport nuclear GR-EGFP	Dynein transport cell count	bCat nuc transl	bCat nuc transl cell count 5 µM	WT yeast gro inh	WT yeast gro inh mutant strain	XIAP antagonists	MT stabilizer	MT stabilizer Hoechst-high %	MT stabilizer cytotoxicity %	ER stress rescue	Ins promoter up	Ins promoter up cell count	Lipid droplet	Lipid droplet cells 6.5 µM
CCC(CO)NCc1ccc(OCC(=O)Nc2cccc(C(F)(F)F)c2)c(OC)c1 (stereo not drawn)	i	19	-0.52	-0.35	-0.64	1.2	-2.9	489	-2	-15	-2.1%	1.1	3.6	3.9	-1.1%	0.16	1250	-12	702
CCOC(=O)c1nn(-c2ccccc2)c(=O)c2c(NC(C)=O)scc12	i	2	-0.11	-0.23	-0.33	0.22	0.1	1094	4	-21	-4.9%	2.3	2.1	0.4	0.1%	-1.1	1239	8	697
CCOC(=O)C(CC)/C(C)=N\NC(=O)c1ccccc1O (stereo not drawn)	i	7	0.32	-0.25	0.29	-0.01	2.4	917	4	15	-10%	2.3	3.1	5.0	1.0%	-1	632	-16	447
Cc1[nH]n(-c2ccc(F)cc2)c(=O)c1/C=N/c1sc2c(c1C#N)CCCC2	i	-2	0.91	-0.26	0.38	-0.047	3.4	1329	18	17	-18%	5.5	2.0	1.8	0.8%	0.24	1660	nt	nt
O=C(Nn1c(Cc2ccccc2)nc2ccccc2c1=O)c1c(O)c2cccc3c2n(c1=O)CCC3	i	13	0.017	-0.17	0.2	-0.15	2.0	872	68*	65*	-8.4%	3.9	1.0	3.7	4.2%	nt	nt	-28	710
CC1=NN(c2nc3ccccc3[nH]2)C(=O)C1Cc1ccccc1 (stereo not drawn)	nt	nt	-0.43	-0.23	-0.55	0.32	-0.1	1354	nt	nt	nt	nt	nt	nt	nt	-5.3	575	-11	751
COc1ccc(Cn2nnnc2C(c2cc3cc(C)ccc3[nH]c2=O)N2CCN(C)CC2)cc1 (stereo not drawn)	i	19	-0.6	-0.11	-0.3	-0.7	-0.4	1571	4	-20	-5.1%	2.3	1.9	9.3	1.4%	-0.12	1539	-5	712
CC(C)(C)NC(=O)COC(=O)c1cc(Cl)ccc1[N+](=O)[O-]	i	-1	-0.35	-0.28	0.13	-0.079	-1.1	1011	-15	18	-7.5%	7.0	2.4	3.6	nt	1.9	941	9	704

2 entries picked at random from the list so far:
SMILES	Autophagy mod	Autophagy mod cell loss 18 h	Dynein transport	Dynein transport cytoplasmic EGFP	Dynein transport nuclear GR-EGFP	Dynein transport cell count	bCat nuc transl	bCat nuc transl cell count 5 µM	WT yeast gro inh	WT yeast gro inh mutant strain	XIAP antagonists	MT stabilizer	MT stabilizer Hoechst-high %	MT stabilizer cytotoxicity %	ER stress rescue	Ins promoter up	Ins promoter up cell count	Lipid droplet	Lipid droplet cells 6.5 µM
CCC(CO)NCc1ccc(OCC(=O)Nc2cccc(C(F)(F)F)c2)c(OC)c1 (stereo not drawn)	i	19	-0.52	-0.35	-0.64	1.2	-2.9	489	-2	-15	-2.1%	1.1	3.6	3.9	-1.1%	0.16	1250	-12	702
O=C(Nn1c(Cc2ccccc2)nc2ccccc2c1=O)c1c(O)c2cccc3c2n(c1=O)CCC3	i	13	0.017	-0.17	0.2	-0.15	2.0	872	68*	65*	-8.4%	3.9	1.0	3.7	4.2%	nt	nt	-28	710
